ELG1 repair inh – ELG1-dependent DNA repair inhibition; Potency, µM (titrated, usually from 46.1 µM), for the others: top-dose activity change, negative = inhibition, usual class: inhibitors; HEK293T ELG1-luciferase reporter, luminescence, 16 h; DNA damage induced by 5-fluorouridine; hit rate 2.3% among 330,000; also: potency is read from the fitted curve at half-maximal effect; % is scaled to controls: 0 for no effect and ±100 for the full control effect; nearly all actives have a fitted effect of over 55% in size
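In this reporter screen, reduction of luminescence relative to DMSO vehicle indicated activity. Compounds and 5-fluorouridine were added together to 2,000 cells per well, incubated for 16 hr at 37 °C, then developed with ONE-Glo.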
USP2a block – USP2a (human) protease inhibition. O75604. AID 463254. Potency, µM (doses to about 38.3 µM), for the others: top-dose activity change, negative = inhibition, actives largely listed as inhibitors. hit rate 0.01% among 330,000. USP2 core, Ub-CHOP2 coupled fluorogenic reporter, 485/531;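 also: potency is read from the fitted curve at half-maximal effect; plate controls were DMSO wells for no effect and full inhibition by NEM control for full effect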
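USP2 core (10nM final) preincubated 30min RT with compound in 20mM Tris-HCl pH 8.0, 2mM CaCl2, 2mM beta-mercaptoethanol, 0.05% CHAPS; 25nM Ub-CHOP2 plus 25nM reporter substrate added, fluorescence (Ex485/Em531) read after 60min.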
Mito fusion yeast – blocks mitochondrial division or promotes mitochondrial fusion. S. cerevisiae fusion-defective mutant growth rescue, CellTiterGlo 48 h. hit rate 0.23% among 320,000. Potency, µM (highest dose often 46.1 µM), for inactives: at the top dose growth rescue (activation), hits mostly activators;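 also: potency is read from the fitted curve at half-maximal effect; % of control where 0% means no effect; nearly all actives have a fitted effect of over 45% in size; temperature-sensitive fusion mutants such as fzo1-1 at 37 °C on non-fermentable ethanol glycerol medium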
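Temperature-sensitive fusion-defective S. cerevisiae (e.g. fzo1-1, mgm1-5) were grown with compound in YPEG medium (3% ethanol, 3% glycerol) for 48 hours at 37C. Growth rescue was measured as viability by CellTiterGlo luminescence after 10 minutes at ambient.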
Eya2 inh – blocks the phosphatase activity of human Eya2 | O00167 | recombinant Eya2, OMFP fluorescence dephosphorylation (OMFP is methylfluorescein phosphate) | Potency, µM (doses to about 76.9 µM), for inactives: at the top dose activity, negative = inhibition, usual class: inhibitors | hit rate 0.006% among 330,000 | AID 488837; also: potency is read from the fitted curve at half-maximal effect; % is scaled to controls: 0 for no effect and ±100 for the full control effect
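Eya2 protein (added as 0.2 uM solution) was preincubated with compound for 10 min at ambient temperature in 50 mM HEPES pH 7.5, 50 mM NaCl, 5 uM MgCl2, 0.05% BSA, 1 mM DTT. OMFP (added at 50 uM) then reacted 10 min; fluorescence read at 485/525 nm.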
TCR act – activators of T cell receptors; primary human leukocytes, anti-CD3, IL-2 HTRF, 48 h; Potency, µM (highest dose often 9.22 µM), for inactives: top-dose activation of IL-2 secretion, hits mostly activators; 330,000 tested, under 10 active; AID 504894; also: % of control where 0% means no effect
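1) Mix primary human leukocytes, a-CD3 beads and compound. 2) Incubate 48 hr. 3) Add HTRF IL-2 reagents (a-IL-2-K, a-IL-2-d2).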
TSHR antagonist – blocks TSH signaling through the human TSH receptor; P16473; activity change, negative = inhibition, % at 11.5 µM; TSHR-expressing cells, TSH-stimulated cAMP HTRF, 2 h; stronger effect = lower value; hit rate 0.2% among 330,000;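 active = activity change below a set negative limit, meaning inhibition stronger than a set level, cut at about -70% in these data; inconclusive = activity change between two set negative limits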; also: % is scaled to controls: 0 for no effect and ±100 for the full control effect
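Freshly harvested TSHR cells receive pin-tooled compound, then EC80 TSH at 4nM final. After 2 hours at 37 deg C, antibody in lysis buffer and cAMP-d2 are added; 30 minutes at ambient temperature precede the HTRF read.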
TRPV1 agonist – human TRPV1 agonism | Q8NER1 | TRPV1-expressing cells, Fluo-8 calcium influx, agonist mode | activation, % at 8.33 µM | hit rate 0.19% among 320,000 | AID 540275; in the data active = activation above about 80%; inconclusive = between about 30% and that limit; also: 0% is about no effect
Target sequence (Q8NER1 whole entry, looked up): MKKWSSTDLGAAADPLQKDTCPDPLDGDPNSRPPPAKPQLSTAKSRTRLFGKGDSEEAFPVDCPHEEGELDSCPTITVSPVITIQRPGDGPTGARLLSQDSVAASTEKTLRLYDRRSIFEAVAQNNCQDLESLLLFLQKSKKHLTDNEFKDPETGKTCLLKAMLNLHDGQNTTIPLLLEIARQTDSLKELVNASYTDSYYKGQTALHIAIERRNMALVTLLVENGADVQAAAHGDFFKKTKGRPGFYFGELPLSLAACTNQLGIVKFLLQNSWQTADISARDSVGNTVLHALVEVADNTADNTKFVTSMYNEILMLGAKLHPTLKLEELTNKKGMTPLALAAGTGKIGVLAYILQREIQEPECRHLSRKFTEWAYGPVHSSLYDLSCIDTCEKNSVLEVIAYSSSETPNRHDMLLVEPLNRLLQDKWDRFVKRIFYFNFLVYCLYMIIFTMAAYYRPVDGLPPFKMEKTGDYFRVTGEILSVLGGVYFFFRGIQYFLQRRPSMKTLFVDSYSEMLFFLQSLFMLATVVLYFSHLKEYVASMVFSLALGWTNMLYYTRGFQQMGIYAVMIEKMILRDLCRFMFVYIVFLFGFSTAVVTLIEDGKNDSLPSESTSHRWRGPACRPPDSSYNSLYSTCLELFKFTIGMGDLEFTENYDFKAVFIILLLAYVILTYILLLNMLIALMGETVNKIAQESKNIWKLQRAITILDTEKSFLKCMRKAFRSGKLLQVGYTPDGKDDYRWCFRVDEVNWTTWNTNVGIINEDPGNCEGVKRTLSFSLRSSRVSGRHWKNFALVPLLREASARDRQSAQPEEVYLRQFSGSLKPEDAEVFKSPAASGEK
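Cells expressing TRPV1 were dye-loaded with Fluo-8 and read kinetically: 10 s baseline, 3 min after compound (agonist portion), then 2 min after EC20 capsaicin (allosteric enhancer portion). Calcium-bound dye fluorescence at 480/520 nm.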
KCNH2 3.1 block – inhibitors of human KCNH2 3.1 potassium channel isoform | activity change, % (tested at about 1.8 µM) | AID 720553 | U2OS KCNH2 3.1, thallium flux FluxOr; stronger effect = lower value | hit rate 0.95% among 340,000;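 active = maximum activity change below -70%; inconclusive = maximum activity change from -70% to -50%; inactive = maximum activity change above -50%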;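 also: thallium influx rate constant from kinetic fluorescence after stimulation buffer; % is scaled to controls: 0 for no effect and ±100 for the full control effect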
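Steps: virus added to U2OS suspension (4 h, RT, dark); medium with 10% FBS added, cells plated, 37 C overnight; FluxOr/Red40 loading buffer 45 min RT; stimulation buffer, 2 min kinetic read; rate constant normalized.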
A-T KAP1 phos – potential ataxia-telangiectasia treatments restoring KAP-1 phosphorylation. hit rate 0.19% among 320,000. Potency, µM (series often up to 57.5 µM), for inactives: at the highest dose activation, most hits filed as activators. […] A-T fibroblasts, KAP-1 phosphorylation AlphaLISA; neocarzinostatin DNA damage 30 min before lysis. AID 485349; also: potency is read from the fitted curve at half-maximal effect; % of control where 0% means no effect; nearly all actives have a fitted effect of over 45% in size
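ATM-like activity read as KAP-1 phosphorylation via AlphaLISA donor/acceptor antibody pairs after lysis and 6 hr at 25C. Cells were ATM-null patient fibroblasts ([…], hTERT), dosed 60 min, then exposed to the DSB inducer NCS for 30 min.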
hERG WT inh – inhibitors of human wildtype KCNH2 potassium channel | Q12809 | AID 720551 | activity change, % at 1.84 µM | hit rate 0.37% among 340,000 | U2OS, BacMam KCNH2, thallium flux FluxOr; stronger effect = lower value;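 active = maximum activity change below -70%; inconclusive = maximum activity change between -70% and -50%; inactive = maximum activity change above -50%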; also: % is scaled to controls: 0 for no effect and ±100 for the full control effect
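U2OS cells transduced with wild-type KCNH2 virus are loaded with FluxOr dye for 45 min, and thallium flux is measured in kinetic reads before and after stimulation buffer. Rate constants are normalized to DMSO controls.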
* hit, by the source's call; ? = inconclusive; . = not tested or not shown; [ ] = dose if it differs, or a comment. Unless noted, calls follow the shape of the dose curve; as a rule, active = well fitted curve in the direction sought with a large enough effect; inconclusive = small, poorly fitted or top-dose-only effect, or another doubt; inactive = no such curve, though single readings can be large; an effect the other way counts as inactive or inconclusive.

SMILES	ELG1 repair inh	USP2a block	Mito fusion yeast	Eya2 inh	TCR act	TSHR antagonist	TRPV1 agonist	KCNH2 3.1 block	A-T KAP1 phos	hERG WT inh
CC1CCCCC1NC(=O)COC(=O)c1ccc([N+](=O)[O-])o1 (stereo not drawn)	25%	1%	6%	-25%	-4%	0	3	7	5%	-6
C#CCOCCOCCOCCNc1nc(N2CCN(C(=O)[C@H](CCCCN)n3cc([C@@H](N)C(C)CC)nn3)CC2)nc(N2CCN(C(=O)[C@H](Cc3cc4ccccc4[nH]3)n3cc([C@@H](N)CC(C)C)nn3)CC2)n1 (stereo partly drawn)	0%	2%	2%	23%	6%	3	1	5	6%	31
NC(=S)Nc1cccc(Cl)c1	-20%	1%	-3%	-9%	-3%	5	-3	7	-7%	2
O=C(COC(=O)CN1CCSC1=O)Nc1ccc(F)cc1Cl	1%	2%	.	1%	-1%	-7	.	15	2%	2
CCCCn1c(CNC(=O)C23CC4CC(CC(C4)C2)C3)nnc1SCC(=O)Nc1nnc(C)s1	0%	0%	-2%	7%	5%	2	-3	12	8%	-1
CC(CNC(=O)c1ccc(C(C)(C)C)cc1)CN(C)C (stereo not drawn)	5%	2%	.	-2%	-3%[46.1 µM]	26	4	9	4%	1
Cc1ccc(NC(=O)CSc2nnc(Cc3ccccc3)c(=O)[nH]2)c(C)c1	6%	1%	-6%	16%	-1%	1	0	-21	-3%	-2
N#CCC(=N)N1CCN(c2ccc(F)cc2)CC1	?	-1%	2%	19%	0%	20	1	-21	3%	-18
CCc1ccc(OCC(=O)N/N=C\c2ccco2)c([N+](=O)[O-])c1	?	2%	-3%	-3%	-3%[46.1 µM]	3	0	-3	8%	-20
O=C(/C=C/c1ccccc1)c1ccc(NC2=NCCCS2)cc1	?	1%	6%	3%	2%[46.1 µM]	-5	7	-18	3%	4
COC(=O)c1c(NC(=O)Cn2cc([N+](=O)[O-])cn2)sc2c1CCC2	-6%	10%	-1%	8%	-3%	3	-4	-11	3%	0
CSc1sc(C(=O)NNC(C)=O)c2c1C1(CCC2)SCCS1	?	0%	-2%	15%	-2%	-6	4	-23	2%	2
CCOC(=O)NC(=S)Nc1cccc(NC(=S)NC(=O)OCC)c1	0%	-1%	-4%	2%	5%	2	4	-2	5%	-2
O=S(=O)(Cc1ccccc1)NCCc1ccc(F)cc1	0%	0%	4%	3%	.	-4	5	-4	1%	4
CCOC(=O)c1[nH]cnc1C(=O)Nc1ccc(C)cc1	5%	-1%	1%	2%	17%	-11	18	-31	-12%	1
CC(NC(=O)CN(c1cccc(C(F)(F)F)c1)S(C)(=O)=O)c1ccccc1 (stereo not drawn)	-4%	1%	5%	0%	0%	-10	12	2	8%	-6
Cc1nc2ccc(NC(=S)NC3CCCCC3)cc2nc1C	?	0%	13%	2%	-2%	-2	19	-8	0%	.
O=C(CSc1ncn[nH]1)N1CCCCC1	18%	7%	4%	6%	11%	4	1	-2	-6%	0
CCOC(=O)c1c(CC(C)C)csc1NC(C)=O	11%	2%	0%	-13%	2%	-6	4	2	10%	9
COc1cccc(C2C3=C(N=c4s/c(=C\c5ccc(OCC(=O)O)cc5)c(=O)n42)c2ccccc2CC3)c1 (stereo not drawn)	-17%	3%	7%	?	11%	-40	2	8	-14%	-4
O=C(CN(Cc1ccccc1)S(=O)(=O)c1ccccc1)N/N=C/c1ccccc1[N+](=O)[O-]	?	3%	2%	3%	9%	-15	2	-30	-2%	4
COc1ccccc1NC(=O)Cc1noc(CSc2nnc(C)n2C)n1	-3%	-1%	8%	-12%	0%	0	-2	-1	0%	0
COC(=O)CNC(c1ccccc1)c1cc(Br)ccc1NS(=O)(=O)c1ccccc1 (stereo not drawn)	4%	2%	-8%	-3%	-2%[46.1 µM]	-7	8	5	3%	1
O=C(CSc1nnc(-c2ccc(OC(F)F)cc2)o1)NCc1cccs1	-5%	1%	4%	1%	-1%	4	2	-13	-1%	4
O=C1c2ccccc2N[C@@H]2C=CC[C@@H]2N1O	1%	3%	.	-2%	-3%[46.1 µM]	10	.	3	3%	4
O=C(N1CCCCCC1)N1CCN(C(=O)N2CCOCC2)CC1	3%	0%	3%	-7%	6%	6	7	-1	-2%	-5
CC(=O)Nc1ccc(NC(=O)CC2CCCC2)cc1	?	0%	2%	8%	-9%	9	-3	-7	2%	-16
COc1ccccc1C(=O)NCc1ccc2c(c1)OCO2	?	1%	-1%	-4%	3%	0	7	2	.	9
O=C(Nc1ccc2snnc2c1)N1CCN(c2ccccc2)CC1	-21%	-2%	5%	0%	10%	-5	?	-6	-3%	-3
Cc1ccc(S(=O)(=O)N2CCCN(C)CC2)cc1	6%	0%	-5%	-1%	1%	0	0	9	-27%	-1
O=C(Nc1scc(-c2ccc(F)cc2)c1C(=O)O)c1ccco1	?	-2%	0%	-5%	-5%	-5	5	-1	-2%	19
CN(C)NC(=O)C(NC(=O)c1ccccc1)C12CC3CC(CC(C3)C1)C2 (stereo not drawn)	-10%	3%	14%	-11%	1%	6	7	13	-3%	-15
Cc1nnsc1S(=O)c1ccc(Cl)c(Cl)c1 (stereo not drawn)	-15%	2%	-16%	4%	-15%	-3	2	-1	-9%	0
CN(C(=O)c1cccc(NC(=O)Cc2ccc([N+](=O)[O-])cc2)c1)C1CCCC1	0%	0%	.	-20%	3%	-14	.	-10	3%	1
O=C(NCCc1ccccc1)c1cc2ccccc2oc1=O	?	-2%	6%	-7%	7%	-118*	22	-16	3%	-2
Cc1ccc(CNC(=O)COC(=O)c2cc3c(s2)CCC(C)C3)cc1 (stereo not drawn)	-3%	2%	0%	14%	-4%[46.1 µM]	4	13	-15	-5%	0
COc1cc(CNCc2ccccn2)ccc1OCc1cccc(Cl)c1	5%	-5%	-11%	?	3%	47	.	-27	6%	11
CCN(CC)c1ccc(C=Nc2cc(C)ccc2C)c(O)c1	?	-4%	0%	-4%	1%[46.1 µM]	9	8	9	0%	5
COc1cccc(NC(=O)c2ccc(NC(C)=O)cc2)c1	0%	-1%	-5%	27%	7%	4	-1	0	3%	-8
CSc1ccccc1OCc1cc(C(=O)N(C)Cc2c(C)n[nH]c2C)no1	-2%	-1%	-2%	12%	1%	-12	12	.	18%	-21

A draw from above in order of molar mass, highest first:
SMILES	ELG1 repair inh	USP2a block	Mito fusion yeast	Eya2 inh	TCR act	TSHR antagonist	TRPV1 agonist	KCNH2 3.1 block	A-T KAP1 phos	hERG WT inh
CSc1ccccc1OCc1cc(C(=O)N(C)Cc2c(C)n[nH]c2C)no1	-2%	-1%	-2%	12%	1%	-12	12	.	18%	-21
CN(C(=O)c1cccc(NC(=O)Cc2ccc([N+](=O)[O-])cc2)c1)C1CCCC1	0%	0%	.	-20%	3%	-14	.	-10	3%	1
COc1cc(CNCc2ccccn2)ccc1OCc1cccc(Cl)c1	5%	-5%	-11%	?	3%	47	.	-27	6%	11
Cc1nnsc1S(=O)c1ccc(Cl)c(Cl)c1 (stereo not drawn)	-15%	2%	-16%	4%	-15%	-3	2	-1	-9%	0

(further entries)
SMILES	ELG1 repair inh	USP2a block	Mito fusion yeast	Eya2 inh	TCR act	TSHR antagonist	TRPV1 agonist	KCNH2 3.1 block	A-T KAP1 phos	hERG WT inh
CC1=NN(C(N)=S)C(=O)C1N=Nc1ccc(F)cc1 (stereo not drawn)	?	4%	28%	7%	-4%	-10	-5	-16	-12%	0
COc1cc(/C=N\NC(=O)c2ccc(=O)[nH]n2)cc(OC)c1OC	-15%	2%	-1%	-3%	2%	5	3	9	2%	-33
Cc1ccc(NC(=S)NC(=O)c2c(-c3ccccc3Cl)noc2C)cc1	0%	-1%	-13%	-12%	0%	?	6	-1	4%	3
CN=C(c1ccc([N+](=O)[O-])cc1)N1CCCCC1	4%	-6%	-6%	-2%	-1%	2	0	2	4%	4
CC(=O)Nc1sc(C)c(C)c1C(=O)OCC(=O)Nc1cc(S(C)(=O)=O)ccc1Cl	-23%	7%	4%	14%	-14%	-2	.	-14	12%	-3
Cc1cc(Cl)ccc1NC(=S)NCCC(c1ccccc1)c1ccccc1	?	3%	?	-2%	3%	-18	10	-16	5%	-9
CC(C)Oc1ccc(OCCn2c(S(=O)(=O)O)nc3c(N)ncnc32)cc1	0%	-1%	5%	17%	-5%	3	1	-14	-3%	14
O=C(Cn1cccc1C(=O)c1ccccc1)NCCCc1ccccc1	11%	-2%	7%	-10%	3%	-1	23	12	5%	0
Cc1cc(SCC(=O)N(CC(C)C)c2c(N)n(CC(C)C)c(=O)[nH]c2=O)nc2ccccc12	3%	1%	-4%	-6%	-3%	-4	2	-19	-5%	0
CCOc1ccc(C(=O)C[n+]2ccc(C(=O)NCc3ccccc3)cc2)cc1	8%	5%	-4%	-3%	2%	3	-1	-9	-2%	-25
Cc1cccc(C(=O)NCCN2CCN(c3ccccc3)CC2)c1	2%	4%	-1%	-38%	-31%	-1	14	-24	1%	25

Source: PubChem

An excerpt, so the mix of outcomes need not match the whole.
